From PubChem BioAssay
PhoP GFP inhibition: PhoP regulon inhibitors, Salmonella typhi PhoP promoter GFP reporter, confirmatory (AID 1850) | Salmonella Typhi PhoP-promoter GFP reporter, fluorescence, 4 h; higher % means a stronger effect | one-dose inhibition, % at 50 µM; IC50 in µM for titrated hits | 0.33% of 310,000 active; in the data active = a potency from the dose series; inconclusive = inhibition mostly from about 25% at the one dose, without a potency; inactive = the rest, 99 in 100 with inhibition below about 19%;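 note: 0% = induced wells with vehicle and 100% = uninduced wells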
M. tuberculosis: growth inhibition of non-replicating M. tuberculosis (AID 488890). 0.39% of 320,000 active. Mycobacterium tuberculosis non-replicating, growth inhibition; higher % means a stronger effect. one-dose inhibition, % at 25 µM; IC50 in µM for titrated hits; in the data active = a potency from the dose series; inconclusive = inhibition mostly from about 82% at the one dose, without a potency; inactive = the rest, 99 in 100 with inhibition below about 76%;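 note: plate controls were DMSO cells for no effect and high antibiotic wells for full effect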
H37Rv inhibition: M. tuberculosis growth inhibition, HTS (AID 449762); M. tuberculosis H37Rv growth inhibition, 7H9 media; higher % means a stronger effect; one-dose inhibition, % at 25 µM; IC50 in µM for titrated hits; 0.59% of 330,000 active; in the data active = a potency from the dose series; inconclusive = inhibition above about 70% without an active follow-up result;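 note: bacterial growth assessed after seven days of incubation; strong numbers were not always called active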
H1N1 NS1A inhibition: H1N1 influenza NS1A inhibitors, functional cell based assay (AID 504329). NS1A functional cell-based assay, percent inhibition; higher % means a stronger effect. one-dose inhibition, % at 12.5 µM; IC50 in µM for titrated hits. 0.3% of 340,000 active; in the data active = a potency from the dose series; inconclusive = inhibition above about 27% without an active follow-up result; note: strong numbers were not always called active
VEEV TC-83 Vero: inhibitors of VEEV TC-83 cytopathic effect, confirmation, Vero cells (AID 588727). Vero cells, VEEV TC-83 cytopathic effect inhibition; higher % means a stronger effect. inhibition, % at 20 µM; hits with a dose series show IC50 in µM. 0.13% of 350,000 active; in the data active = a potency from the dose series; inconclusive = inhibition mostly from about 14% at the one dose, without a potency; inactive = the rest, 99 in 100 with inhibition below about 12%; note: strong numbers were not always called active
VEEV TC-83 Vero 10K pilot screen: recorded beside VEEV TC-83 Vero, whose call it bears; inhibition, %; measured here: 10K pilot screen inhibition
An asterisk follows results filed as active; i = inactive; u = inconclusive; x = no result given.

SMILES | PhoP GFP inhibition | M. tuberculosis | H37Rv inhibition | H1N1 NS1A inhibition | VEEV TC-83 Vero | others
CCCCCn1c(C(Cc2ccccc2)NC(=O)COC)nc2ccccc21 (configuration not stated) | 2% | 46% | 8% | -1% | 7.3%
Clc1cccc(OCCn2cncn2)c1Cl | -7% | -8% | -6% | -7% | 1.1%
CCN(CC)c1ccc2cc(/C(N)=N/NC(=O)c3cccs3)c(=O)oc2c1 | -22% | 79% | 1% | x | x
CSCCC(NC(N)=O)C(=O)Nc1cccc(S(=O)(=O)N2CCOCC2)c1 (configuration not stated) | -6% | -16% | -6% | -4% | 1.3%
O=C(Cc1ccc(Cl)cc1)c1ccccc1 | x | x | x | -6% | i
CCOc1cccc(OCCOCCn2cnc3ccccc3c2=O)c1 | 12% | -14% | -7% | 4% | i
COc1ccc(-c2nnc(NC(=O)c3ccc4c(c3)OCCO4)o2)cc1 | -4% | u | u | -4% | 2.5%
CCCCn1c(N)c(N(CCOC)C(=O)c2ccc(C)c(S(=O)(=O)N3CCOCC3)c2)c(=O)[nH]c1=O | 0% | -14% | -5% | -19% | 2.6%
O=C(O)c1ccc(Cl)c(S(=O)(=O)Nc2ccc(S(=O)(=O)Nc3cccc(Cl)c3)cc2)c1 | -30% | 0% | -3% | -10% | 1.9%
CC(=O)COC(=O)C1CC(=O)N(c2ccc(C)c(C)c2)C1 (configuration not stated) | 6% | -9% | -11% | -2% | 0.3%
CC1(c2cccc(Br)c2)NC(=O)N(CC(=O)Nc2ccc(S(N)(=O)=O)cc2)C1=O (configuration not stated) | 5% | -1% | 13% | 12% | 2.1%
Cn1c(=O)[nH]c(=O)c2[nH]c(CN3CCN(Cc4ccccc4)CC3)nc21 | -12% | x | -8% | 6% | 0.5%
Cc1cc(=O)n2c3ccccc3n(CC(O)CN3CCN(CCO)CC3)c2c1C#N (configuration not stated) | 18% | 17% | -7% | 0% | 1.9%
O=C(c1cccnc1)N1CCN(c2ccc3ccccc3n2)CC1 | 2% | 3% | 2% | 0% | 0.8%
Cc1ccc(OCc2nnc(SC(C)C(=O)O)n2-c2ccccc2)cc1 (configuration not stated) | -4% | -38% | -1% | -5% | 0.3%
Cc1ccc(N2CC(NS(=O)(=O)c3cc(F)ccc3F)CC2=O)cc1C (configuration not stated) | -4% | 16% | 17% | 10% | 3.2%
CCCc1nc(SCc2ccccc2Cl)n[nH]1 | 7% | -9% | 1% | -6% | 4.5%
Cc1ccc(Cl)cc1NC(=O)c1ccccc1OCC(=O)N1CCOCC1 | 9% | -7% | 2% | -4% | 4.9%
CC(C)c1ccc(/C=N/NC(=O)c2nnn(-c3nonc3N)c2CN2CCOCC2)cc1 | 4% | 23% | 7% | -3% | 3.5%
FC(F)(Cl)c1nnc2ccc(Sc3ccccn3)nn12 | -4% | -7% | 3% | -3% | 1.8%
CC1CN(C2CCCCC2)C(=S)N(c2ccccc2)C1=O (configuration not stated) | x | x | x | 4% | 2.5%
CC(C)(C)OC(=O)N1O[C@H]2CC1[C@@H]1[C@@H]2N=NN1CCc1ccncc1 | x | x | x | -10% | 1.4%
Cc1cccc(NC(=O)Nc2ccc(OCc3ccccc3)cc2)n1 | 0% | -8% | -2% | -1% | 3.8%
CN1CCN(c2nc(C#N)cc(-c3ccccc3)n2)CC1 | 7% | 23% | -1% | -6% | 9.2%
Cc1ccsc1CN(C)CC(=O)NCC(=O)Nc1ccc(F)cc1 | x | -9% | -7% | -14% | i
COc1ccc(C(C)=O)cc1CN1C(=O)NC2(CCCCC2C)C1=O (configuration not stated) | 17% | 33% | 3% | -2% | 0.2%
CCCCn1c(N)c(N(CCOC)C(=O)COc2ccc(OCC)cc2)c(=O)[nH]c1=O | -4% | 9% | 0% | -4% | 1.1%
N#Cc1cc(Oc2ccc(Cl)cc2)c(N2CCOCC2)cc1C#N | -1% | 15% | -8% | -12% | 3.0%
CC1(C)CC(=O)C(N=Nc2c(Cl)cc(Cl)cc2Cl)=C(O)C1 | -2% | 30% | 2% | 10% | 1.2%
CN(C(=O)c1cc(COc2c(F)cccc2F)on1)C1CCOC1 (configuration not stated) | -6% | -16% | -6% | -1% | 2.5%
COc1ccc(CN2CC(C(=O)NCCN3CCOCC3)CC2=O)cc1 (configuration not stated) | -2% | -3% | -3% | 4% | i
O=S(=O)(c1cccs1)N1CCN(Cc2nc3ccccc3s2)CC1 | -12% | 29% | -6% | -1% | 6.1%
O=C(C1CCCN(Cc2ccc([N+](=O)[O-])cc2)C1)N1CCCCC1 (configuration not stated) | -3% | 10% | -4% | 21% | 0.2%
COc1ccc(N2CCN(C(=O)CSc3nnc4c(C)cc5ccccc5n34)CC2)cc1 | 1% | 29% | -7% | 0% | 8.9%
COc1ccc(C(c2c(O)c3ccccc3oc2=O)c2c(C)n(C)n(-c3ccccc3)c2=O)cc1 (configuration not stated) | 1% | 2% | 0% | -6% | 1.8%
CCCCOC(=O)C1=C(C)NC(=O)NC1c1ccc2c(c1)OCO2 (configuration not stated) | x | x | x | 0% | 1.1%
CCc1nc(SCC(=O)Nc2ccnc3ccccc23)n[nH]1 | -8% | 1% | -7% | 1% | 0.4%
O=C(NCCc1ccccc1)c1c(O)c2ccccc2[nH]c1=O | -1% | 10% | 4% | 4% | 0.7%
CCOC(=O)c1nn(-c2ccc(Cl)cc2)c2nc(CC)c(C#N)c(=O)n12 | -26% | 35% | 6% | 5% | 0.4%
Cc1cc(C)nc(NS(=O)(=O)c2ccc(N/C=C3\CCCC3=O)cc2)n1 | 0% | 24% | -4% | -4% | 0.0%
CCCc1[nH]nc2c1C(c1ccccc1OCC)C(C#N)=C(N)O2 (configuration not stated) | -14% | 4% | -4% | 8% | 4.4%
CN(CC(=O)Nc1cccc(F)c1)C(=O)c1cccc(-n2cccc2)c1 | -6% | 22% | -3% | -6% | 2.9%
COc1cccc(Nc2nc(C)cc(C)c2C(N)=O)c1 | -4% | -12% | -3% | -3% | 1.7%
COc1ccc(S(=O)(=O)N2CCCCCC2)cc1C(=O)N(C)Cc1ccc(F)cc1 | -8% | 26% | -2% | 14% | 0.4%
O=C(C1CC1)N1N=C(c2cccc(Br)c2)CC1(O)C(F)(F)F (configuration not stated) | 2% | 23% | 4% | -10% | 1.1%
NC(=S)Nc1cc(Cl)ccc1Cl | -2% | 62% | 2% | x | 1.2%
CCOc1ccc(-n2c(-c3ccccc3)c[n+]3c2CCCCC3)cc1 | -6% | 33% | -8% | 6% | i
CN(c1ccc(C(=O)Nc2ccc(Cl)cn2)cc1)S(=O)(=O)c1ccccc1 | 7% | 31% | 61% | 4% | 5.7%
CC(NC(=S)Nc1cccc(C(F)(F)F)c1)C(C)(C)C (configuration not stated) | -11% | u | u | -3% | 9.9%
CC(NC(=O)c1ccco1)C(=O)N1CCc2ccccc2C1 (configuration not stated) | 0% | 1% | 4% | -4% | i
CCOc1ccc(CCNC(=O)c2ccc(Cl)c(S(=O)(=O)N3CCOCC3)c2)cc1OCC | 8% | 26% | -2% | -9% | 8.8%
O=C(CN1CCN(S(=O)(=O)c2cc(Br)ccc2Br)CC1)NCc1ccccc1Cl | x | x | x | 10% | 5.7%
CC(C)(Oc1ccc(Cl)cc1)C(=O)Nc1c2c(nn1C(C)(C)C)CS(=O)(=O)C2 | -7% | 5% | -7% | -28% | 1.2%
COc1cccc(NC(=O)C2CCCC2)c1 | -4% | 14% | 4% | 0% | i | VEEV TC-83 Vero 10K pilot screen=0.7
CCCCC(c1nnnn1Cc1ccco1)N1CCN(c2nc3ccccc3s2)CC1 (configuration not stated) | 6% | 20% | 14% | 9% | i
O=C(c1ccc(F)cc1)n1c(=S)nc2ccccn21 | 0% | -3% | -2% | 2% | 1.7%
Cc1ccc(OCC(=O)N(C)CC(=O)Nc2ccc(F)cc2)c([N+](=O)[O-])n1 | -7% | -5% | -1% | 8% | 0.6%
Cc1ccccc1N1CC(=O)Nc2c(oc3nc(-c4ccccc4)cc(C)c23)C1=O | 10% | -15% | 12% | -6% | i
CCN1CCN(S(=O)(=O)c2ccc(Cl)c(C(=O)Nc3ccccc3N3CCOCC3)c2)CC1 | -6% | 13% | 0% | -6% | 1.9%
NS(=O)(=O)c1ccc(NC(=S)NCc2ccc(F)cc2)cc1 | 9% | 23% | 0% | -9% | 0.9%

(continued)
SMILES | PhoP GFP inhibition | M. tuberculosis | H37Rv inhibition | H1N1 NS1A inhibition | VEEV TC-83 Vero | others
COc1cccc(NC(=O)c2sc(Cl)nc2C)c1 | -5% | 13% | -3% | 0% | i
O=C(CCCCC(=O)NC1CCCC1)NC1CCCC1 | -2% | 9% | -3% | -10% | 1.4%
O=C(Nc1ccc(Cl)cc1)N1CCN(c2ccccc2)CC1 | 7% | 73% | -4% | 5% | i
Cc1ccccc1OCC(=O)NCC(=O)N/N=C/c1cccc([N+](=O)[O-])c1 | -4% | -1% | 3% | x | x
CCCN1CCCC[C@H]1C(=O)Nc1c(C)cccc1C | -5% | -11% | -3% | -10% | 0.3%
COc1ccc(S(=O)(=O)N2CCOCC2)cc1C(=O)N(C)Cc1ccco1 | x | -14% | 0% | -4% | 2.7%
CCc1nc2sccc2c(=O)n1N | 11% | -5% | -3% | -16% | i
COc1ccc(N2CCN(CCCNC(=O)C3CCN(S(=O)(=O)N4CCOCC4)CC3)CC2)cc1 | -3% | 12% | -8% | 6% | 0.7%
CNc1cc(Cl)c2nonc2c1[N+](=O)[O-] | x | x | x | 8% | i
O=[N+]([O-])c1ccc(C(O)CN=Cc2ccc(O)cc2O)cc1 (configuration not stated) | 6% | -13% | 1% | -6% | 0.2%
CC(=O)Nc1ccc(S(=O)(=O)Nc2nc(-c3ccc(C(C)(C)C)cc3)cs2)cc1 | 12% | 10% | -1% | -6% | 2.2%
CN1C(=O)c2cccc3c(N)ccc(c23)C1=O | 11% | 3% | -2% | 4% | i
CC(Oc1ccc(Br)cc1)C(=O)NCC(c1cccs1)N1CCOCC1 (configuration not stated) | -3% | 4% | -2% | -6% | 1.4%
